PMI inhibition: human PMI inhibitors, high substrate, primary screen, biochemical, fluorescence intensity, high mannose 6-phosphate (AID 1220); recombinant PMI enzyme, coupled fluorescence intensity; higher % means a stronger effect; 190,000 tested, 0.66% active; inhibition, % at 20 µM; hits with a dose series show IC50 in µM
K1F lysis inhibition: inhibition of K1F phage lysis, E. coli UTI89, bacterial capsule biogenesis inhibitors, alamar blue (AID 488966). E. coli UTI89 K1F phage lysis, alamar blue, 2 h; higher % means a stronger effect. one-dose inhibition, % at 100 µM; IC50 in µM for titrated hits. 340,000 tested, 0.02% active;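 active = phage lysis inhibition, versus mean bacterial control, above a set limit; inconclusive = no clear call, values can overlap the other calls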;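 note: capsule biogenesis inhibitors block K1F phage lysis so surviving cells raise fluorescence; higher fluorescence means more inhibition of phage lysis; actives were called in the ten point dose series up to 300 µM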
M1AAP inhibition: P. falciparum M1AAP inhibitors, biochemical, fluorogenic H-Leu-NHMec substrate, 1536-well (AID 1445) | inhibition, % at 30 µM, or IC50 in µM where a hit was titrated | recombinant M1AAP, H-Leu-NHMec fluorogenic kinetic assay; higher % means a stronger effect | 220,000 tested, 0.42% active | Aminopeptidase N (Plasmodium falciparum (isolate 3D7));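 active = primary inhibition above the hit cutoff, then over 50% inhibition at one or more dose response concentrations, cut at about 23% in these data, passing the limit was not always enough; inconclusive = conflicting primary data, or primary hits not chosen for dose response; inactive = low primary inhibition, or under 50% at every dose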;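 note: plate controls were DMSO full reaction for no effect and no enzyme background for full effect; strong numbers were not always called active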
West Nile virus CPE: West Nile virus antiviral activity, cell-based, CPE readout (AID 1621); West Nile virus-infected cells, CPE inhibition; higher % means a stronger effect; one-dose CPE inhibition, % at 10 µM; IC50 in µM for titrated hits; 290,000 tested, 0.02% active; in the data active = a potency from the dose series; inconclusive = CPE inhibition mostly from about 3.7% at the one dose, without a potency; inactive = the rest, 99 in 100 with CPE inhibition below about 2.2%; note: strong numbers were not always called active
human PMI inhibition: inhibitors of human PMI, primary screen, biochemical, fluorescence intensity, coupled assay (AID 1209). Mannose-6-phosphate isomerase (Homo sapiens). purified PMI enzyme, coupled fluorescence intensity; higher % means a stronger effect. inhibition, % at 20 µM; hits with a dose series show IC50 in µM. 190,000 tested, 0.42% active;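 note: plate controls were DMSO vehicle for no effect and wells lacking substrate for full effect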
RSV CPE inhibition: RSV antiviral activity via CPE protection, HEp-2 cells, primary 10 µM value included (AID 2391). CPE inhibition, % at 10 µM, or IC50 in µM where a hit was titrated. 310,000 tested, 0.13% active. HEp-2 cells, RSV-induced CPE inhibition; higher % means a stronger effect; in the data active = a potency from the dose series; inconclusive = CPE inhibition mostly from about 23% at the one dose, without a potency; inactive = the rest, 99 in 100 with CPE inhibition below about 21%; note: strong numbers were not always called active
M17LAP inhibition: P. falciparum M17LAP inhibitors, primary screen, biochemical, fluorogenic H-Leu-NHMec substrate, 1536-well (AID 1619); Leucine aminopeptidase (Plasmodium falciparum (isolate 3D7)); recombinant M17LAP, H-Leu-NHMec fluorogenic kinetic assay; higher % means a stronger effect; one-dose inhibition, % at 30 µM; IC50 in µM for titrated hits; 220,000 tested, 0.38% active;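 active = compound inhibiting the enzyme by more than half at any dose during confirmatory dose-response retesting; inconclusive = strong single-dose inhibitors picked by rank but not retested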;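 note: plate controls were full reaction with DMSO carrier for no effect and no enzyme background for full effect; strong numbers were not always called active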
T cell modulator: modulators of CD8 T cell-vesicle binding, primary screen, mouse 2C CD8+ T cells, flow cytometry | 2C CD8+ T cell-vesicle binding; active compounds read low | AID 2052, 2009 | 330,000 tested, 0.068% active | calls only at 7 µM;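 active = response, share of CD8 T cells binding vesicles, and their 90th percentile fluorescence all below set limits, cut at about 80% in these data, passing the limit was not always enough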
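System: murine 2C transgenic CD8+ T lymphocytes; also added: QL9-loaded Drosophila micro-vesicles; times: binding 1.5 h at 37 °C; measured by: flow cytometry, PE anti-B7-1 (FL2) versus Alexa647 anti-CD8 (FL8), PFA-fixed; control set: Peptide-free naked vesicles (low) and QL9 vesicles with 0.7% DMSO vehicle (high)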
TNAP activators: human TNAP enzyme activators, primary screen, biochemical, luminescent, no phosphate acceptor, uHTS (AID 1001) | Alkaline phosphatase, tissue-nonspecific isozyme (Homo sapiens) | purified TNAP, luminescent activation assay, no phosphate acceptor; higher activation fold means a stronger effect | 200,000 tested, 0.03% active | one-dose activation fold at 20 µM; EC50 in µM for titrated hits; in the data active = activation fold from about 3, or a potency from the dose series; inactive = the rest, 99 in 100 with activation fold below about 1.6; note: many of its hits are not listed in these tables
T cell modulator vesicle-bound %: recorded beside T cell modulator, whose call it bears; double positive events, %; measured here: CD8+ vesicle-bound cell fraction;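 binding gate set so that unloaded-vesicle control wells show 10% double positive cells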
The depositor's hits bear a star; i = inactive; u = inconclusive; x = no result given; + = active, no number; [ ] = dose if it differs, or a comment. Cut-off read from the data, not from the text of the source, unless noted: active = inhibition above about 50%; inactive = the rest. Rows were taken by chance. About 1.5% of those tested had a hit in this group.

SMILES	PMI inhibition	K1F lysis inhibition	M1AAP inhibition	West Nile virus CPE	human PMI inhibition	RSV CPE inhibition	M17LAP inhibition	T cell modulator	T cell modulator vesicle-bound %	TNAP activators
O=c1oc2cc(Oc3c([N+](=O)[O-])cc(C(F)(F)F)cc3[N+](=O)[O-])ccc2c2c1CCCC2	10.7%	-0.6%	19.3%	-0.4%	7.9%	8.2%	-446.8%	i	16.1	1
Oc1ccc(/C=C/c2ccc3cccc(O)c3n2)cc1Br	x	0.0%	x	-0.6%	x	12.7%	x	i	31.0	x
COc1ccc(N(C(=O)CSCC(=O)Nc2cc(C)on2)C(C(=O)NC2CCCCC2)c2ccc(O)c(O)c2)cc1 (stereo not drawn)	1.8%	6.3%	14.6%	u	34.7%	2.2%	20.1%	i	53.0	0.9
Cc1ccccc1NS(=O)(=O)c1ccc(NC(=O)CSCc2ccc(Br)cc2)cc1	20.1%	3.2%	2.4%	-0.6%	18.1%	13.5%	4.5%	+	4.3*	1.1
CCc1nnc(N/N=C/c2ccc(-c3ccc([N+](=O)[O-])cc3)o2)n1N	41.3%	0.7%	13.9%	0.3%	-21.4%	0.5%	0.4%	i	54.2	1
O=C(COC(=O)/C=C/c1ccc(Cl)cc1)Nc1ccc2c(c1)OCCO2	-0.5%	-0.5%	0.9%	-0.3%	8.3%	1.6%	3.4%	i	6.5	1.1
CCOC(=O)C1CCCN(C(=O)CCn2nnnc2CN2CCOCC2)C1 (stereo not drawn)	x	0.2%	x	-0.8%	x	-0.5%	x	i	69.2	x
O=C(O)Cc1ccc(NC(=O)CCN2C(=O)c3ccc([N+](=O)[O-])cc3C2=O)cc1	-6.9%	1.2%	-0.7%	0.1%	-18.4%	x	19.8%	x	x	1
Cc1nnc(Sc2cc(NCCCO)c([N+](=O)[O-])c3nonc23)s1	39.9%	0.4%	3.9%	-2.2%	31.1%	x	3.0%	x	x	1
COc1ccc(Cl)cc1NC(=O)CN(C)CC(=O)Nc1ccc(C)cc1Br	10.7%	0.1%	3.4%	-1.1%	31.5%	6.5%	6.0%	i	46.3	1.1
O=C(CSCc1ccccc1)NCCc1ccc(F)cc1	x	1.3%	x	-0.7%	x	1.9%	x	i	47.0	x
O=C(CC(C(=O)O)c1ccc(Cl)cc1)c1ccc(Br)cc1 (stereo not drawn)	x	-0.3%	x	-0.1%	x	0.9%	x	i	61.4	x
CCCCNS(=O)(=O)c1ccc2nc(SCC(=O)N3CC(C)OC(C)C3)[nH]c2c1 (stereo not drawn)	3.1%	-0.1%	-1.2%	0.9%	8.7%	1.2%	-3.0%	i	61.1	1.3
O=[N+]([O-])c1cccnc1Oc1ccc(F)cc1	x	0.8%	-3.4%	0.8%	x	2.9%	-5.0%	i	30.9	x
Nc1c(Cl)ncnc1N/N=C/c1cccc(O)c1	x	0.3%	11.8%	0.2%	x	-0.7%	43.1%	i	38.9	x
O=C(CN1C(=O)c2ccccc2S1(=O)=O)c1ccc2c(c1)OCCCO2	x	0.0%	6.7%	-0.3%	x	-0.1%	-3.5%	i	15.5	x
COc1ccc(NC(=O)CN(c2ccc(C)cc2)S(=O)(=O)c2c(C)nn(C)c2C)cc1OC	-5.8%	0.5%	0.9%	-0.1%	-3.2%	-0.5%	-6.3%	i	14.3	1.1
O=[N+]([O-])c1ccc(-c2ccc(/C=N/O)o2)cc1	x	x	2.2%	-0.1%	x	11.6%	7.4%	i	17.3	x
COc1ccc(OC)c(NC(=O)CSc2nnc(CNC(=O)c3cc(OC)c(OC)c(OC)c3)o2)c1	x	0.3%	x	0.2%	x	0.0%	x	i	29.8	x
CC(C)C(=O)N1CCC2(CC1)Oc1ccc(Cl)cc1C(=O)C21CC(c2ccc(Cl)cc2)=NO1 (stereo not drawn)	x	1.5%	-1.7%	-0.6%	x	1.1%	8.3%	i	44.2	x
Cc1ccc(N2CCN(C(=O)c3ccccc3NC(=O)c3ccccc3C(=O)O)CC2)cc1	-25.7%	1.8%	6.8%	-0.3%	-28.1%	1.2%	4.6%	i	31.3	1.1
CC(=C/c1ccco1)/C=N/NC(=O)Cc1cccn1C	38.2%	3.1%	14.3%	-0.3%	-7.8%	1.0%	23.9%	i	43.8	1
Cc1cccc(-n2c(Cc3cc(=O)[nH]c(=O)[nH]3)nnc2SCC(=O)N2CCCCC2)c1	-3.6%	1.8%	-0.4%	x	-1.7%	0.7%	12.7%	i	64.6	1.1
CC1C[C@@]2(NC(=O)NC2=O)C(C)CN1C (stereo partly drawn)	-3.8%	0.4%	4.6%	0.2%	-2.5%	0.6%	0.7%	i	38.0	1.1
Brc1ccc(C2Nc3cccc4cccc(c34)N2)o1	26.3%	0.3%	9.9%	0.4%	-4.1%	-0.2%	0.2%	i	23.9	1
Continuation:
SMILES	PMI inhibition	K1F lysis inhibition	M1AAP inhibition	West Nile virus CPE	human PMI inhibition	RSV CPE inhibition	M17LAP inhibition	T cell modulator	T cell modulator vesicle-bound %	TNAP activators
O=C(Cc1nnc(NC(=O)Nc2ccccc2)s1)NCc1ccccc1	-6.5%	0.1%	-0.7%	-0.4%	-3.5%	2.4%	1.7%	i	61.8	1.1
COc1ccc(N(CC(=O)NCc2ccco2)C(=O)CNS(=O)(=O)c2ccc(Cl)cc2)cc1	x	2.1%	x	0.5%	x	2.2%	x	i	12.4	x
COc1ccc(CNC(=O)CCS(=O)(=O)c2cccc3nonc23)cc1	-5.2%	0.5%	12.3%	0.2%	9.6%	3.0%	-4.1%	i	26.6	1.1
COc1ccc(N(CC(=O)NC2CCCCC2)S(=O)(=O)c2c(C)[nH]c(=O)[nH]c2=O)cc1	-10.2%	-0.2%	0.6%	-0.1%	-12.9%	2.4%	-4.7%	i	24.7	0.9
COc1ccccc1C(=O)NC(=S)NNC(=O)c1sc2ccccc2c1Cl	-13.0%	-1.1%	4.2%	-0.6%	-2.1%	1.8%	9.1%	i	62.5	1.1
O=C(Nc1ccccc1-c1nc2ccccc2[nH]1)c1ccc(S(=O)(=O)N2CCCCC2)cc1	-5.5%	0.6%	3.7%	1.7%	-13.2%	x	-7.3%	x	x	0.9
CC(C)(C)n1nnnc1C(c1cccc(C#N)c1)N1CCN2CCCC2C1 (stereo not drawn)	-0.9%	6.2%	1.6%	0.1%	7.0%	1.4%	2.3%	i	7.8	1.1
CCOC(=O)C1=C(C)C2C3C(=O)N(c4ccc(C)cc4C)C(=O)C3C1(C)C1C(=O)N(c3ccc(C)cc3C)C(=O)C21 (stereo not drawn)	11.2%	4.7%	5.0%	0.2%	1.2%	2.4%	5.1%	i	17.6	1.1
COc1ccc(C(=O)N/C(=C\c2cccs2)C(=O)N2CCN(C)CC2)cc1OC	x	0.3%	x	-0.5%	x	-0.8%	x	i	21.0	x
O=c1[nH][nH]cc1C=NCc1cccnc1	9.3%	0.1%	2.5%	-0.6%	12.1%	4.4%	2.9%	i	59.8	1.1
CC1C(=O)CC(c2ccccc2)NC1c1ccccc1 (stereo not drawn)	3.1%	7.3%	-1.7%	-0.2%	0.1%	1.5%	9.1%	x	x	1.1
CCC(=O)Nc1cccc(-c2nc3ncccc3o2)c1C	x	0.1%	x	1.0%	x	-0.4%	x	i	38.8	x
NC(=O)c1ccc(N2CCN(c3ccc(O)cc3)CC2)c([N+](=O)[O-])c1	55.2%*	0.6%	5.7%	-0.2%	30.5%	2.1%	4.3%	i	55.6	1
N#CC1=C(N)N(c2ccc(F)cc2)C2=C(C1c1ccc(O)cc1)S(=O)(=O)CC2 (stereo not drawn)	12.2%	-0.5%	17.8%	0.5%	-20.5%	x	30.1%	x	x	0.8
COc1cccc(NC(=O)c2cccc(N3C(=O)C4CCC(C)CC4C3=O)c2)c1 (stereo not drawn)	x	0.1%	x	-0.6%	x	2.3%	x	i	19.9	x
CN(C(=O)CSc1ncnc2sc(-c3ccccc3)cc12)C1CCS(=O)(=O)C1 (stereo not drawn)	1.3%	0.0%	7.4%	-1.1%	-14.2%	7.4%	6.2%	i	52.6	1
COc1ccc(C(=O)/C=C/Nc2ccc(S(N)(=O)=O)cc2)cc1OC	x	-0.1%	13.2%	-0.4%	x	-1.3%	1.2%	i	54.5	x
CSCCC(NS(=O)(=O)c1ccc(Br)cc1)C(=O)OCC(=O)NC1CC1 (stereo not drawn)	8.8%	0.1%	-1.7%	0.1%	3.5%	0.3%	-3.1%	i	41.5	1.2
CCOc1ccc(C2=Nn3c(nnc3-c3ccccc3)SC2)cc1Cl	8.2%	-0.2%	0.5%	0.6%	7.9%	1.4%	-0.8%	i	8.8	1.1
CC(C)CCNc1nc2c(c(=O)n(Cc3cccc(F)c3)c(=O)n2C)n1C	9.8%	-0.1%	-9.8%	-0.7%	7.0%	0.0%	-3.9%	i	18.6	1.1
O=C1NC2C(NC(=O)N2C2CCCCC2)N1C1CCCCC1 (stereo not drawn)	6.4%	1.8%	0.4%	-0.1%	3.9%	2.0%	-1.8%	i	17.4	1.2
CCOC(=O)N1CCC(N2C(=O)c3ccc(C(=O)Nc4ccc(OC)cc4)cc3C2=O)CC1	x	0.2%	x	-0.1%	x	1.5%	x	i	38.7	x
O=C(Nc1ccccc1)c1ccc2c(c1)OCCO2	1.5%	0.7%	5.8%	-0.1%	1.2%	4.9%	19.2%	i	31.1	1.1
CC(=O)c1ccc(S(=O)c2ccccc2)cc1 (stereo not drawn)	15.8%	0.1%	2.2%	-0.6%	16.1%	4.0%	-4.0%	i	50.5	1.1
CN(C)S(=O)(=O)c1ccc(C(=O)NCC(=O)N/N=C/c2ccccc2Cl)cc1	8.3%	0.1%	6.3%	-0.8%	4.3%	1.9%	2.4%	i	57.0	1.1
C=CCOc1ccc(-c2nc3c(c(=O)[nH]c(=O)n3CCCC)n2C)cc1Br	x	0.2%	x	1.6%	x	2.6%	x	i	24.4	x
Cc1sc(N)c(C(=O)c2ccccc2)c1C	-3.9%	x	5.2%	-1.1%	-1.8%	1.1%	-0.6%	i	56.5	1
S=C(NCCc1ccc(Cl)cc1)NCc1ccccc1	x	1.2%[50 µM]	x	-0.4%	x	11.7%	x	i	15.6	x
Cc1ccc(C)c(-c2ccc(=O)n(Cc3ccc(F)cc3Cl)n2)c1	x	-0.3%	x	-1.6%	x	15.7%	x	i	32.2	x
O=[N+]([O-])c1cccc(NC2=NCCC2)c1	-4.4%	0.2%	3.6%	-0.2%	-2.3%	0.0%	3.5%	i	55.3	1.1

Source: PubChem (several laboratories)
